Screening data deposited in PubChem BioAssay by National Center for Advancing Translational Sciences (NCATS).
ERG-DNA inh – blocks human ERG Ets domain binding to DNA; P11308; fluorescence polarization, His-ERG Ets domain / labelled DNA; Potency, µM (highest dose often 76.9 µM), without a hit: at the top dose FP activity, negative = inhibition, hits mostly inhibitors; 370,000 compounds, 0.028% hits; active means well fitted inhibition curve with a large enough effect in the polarisation, with a control signal flat; inconclusive means small, poorly fitted or top-dose-only effect, or effect the other way, or a change in a side signal; inactive means no such curve, though single readings can be large or run the other way; the % refers to the polarisation;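 further: polarization taken with two DNA probes labelled with fluorescein and Texas red; potency means the concentration at half of the fitted maximal effect; % of control where 0% means no effect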
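His-tagged ERG Ets domain (1 uM in the protein solution; 300mM KCl, 50mM Tris-HCl, 1mM EDTA, 1mM DTT, pH 7.5) received compound, then a probe mix of 5 nM fluorescein-DNA and 100nM Texas-615-DNA. Fluorescence polarization was read for both dyes.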
12-LOX inh – blocks human arachidonate 12S-lipoxygenase | P18054 | purified 12hLO, xylenol orange hydroperoxide absorbance | Potency, µM (series often up to 108 µM), for the others: top-dose activity change, negative = inhibition, actives largely listed as inhibitors | 580,000 compounds, 1.1% hits; further: potency means the concentration at half of the fitted maximal effect; on the % scale 0 is the no-effect control and ±100 the full control effect
Target sequence (P18054 whole entry, looked up): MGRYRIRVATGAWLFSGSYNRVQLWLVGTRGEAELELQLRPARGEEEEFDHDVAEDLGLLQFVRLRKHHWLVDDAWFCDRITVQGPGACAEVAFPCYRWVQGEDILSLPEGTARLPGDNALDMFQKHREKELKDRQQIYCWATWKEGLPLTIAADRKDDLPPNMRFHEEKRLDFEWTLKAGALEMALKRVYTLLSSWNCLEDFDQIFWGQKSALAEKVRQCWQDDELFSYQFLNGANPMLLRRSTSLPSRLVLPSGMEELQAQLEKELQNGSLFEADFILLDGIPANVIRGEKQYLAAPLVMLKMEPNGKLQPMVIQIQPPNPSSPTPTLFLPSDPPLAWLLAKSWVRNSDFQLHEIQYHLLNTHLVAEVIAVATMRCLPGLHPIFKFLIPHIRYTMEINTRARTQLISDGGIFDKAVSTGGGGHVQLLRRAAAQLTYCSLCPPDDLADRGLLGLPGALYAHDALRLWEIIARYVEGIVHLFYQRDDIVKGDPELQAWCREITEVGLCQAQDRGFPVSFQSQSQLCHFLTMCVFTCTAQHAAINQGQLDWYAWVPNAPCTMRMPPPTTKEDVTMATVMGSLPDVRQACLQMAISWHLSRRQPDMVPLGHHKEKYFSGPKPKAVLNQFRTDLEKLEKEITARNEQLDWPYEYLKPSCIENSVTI
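Purified human 12hLO (150 nM final) in 25 mM Hepes, 0.01% Triton X-100, pH 7.0 was preincubated 15 min at room temperature with compound. Then 40 uM arachidonic acid was added, 30 min. Hydroperoxide was read by Fe-XO absorbance ratio 573/405 nm.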
G9a block – blocks human histone lysine methyltransferase G9a. Q96KQ7. G9a H3K9 monomethylation, AlphaScreen, 2 h. Potency, µM (series often up to 102 µM), for inactives: at the highest dose activity, negative = inhibition, most hits filed as inhibitors. 350,000 compounds, 8.8% hits. AID 504332; further: potency means the concentration at half of the fitted maximal effect; on the % scale 0 is the no-effect control and ±100 the full control effect; nearly all actives have a fitted effect of over 75% in size
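Quantitative HTS format: methyltransferase activity on a biotin-tagged H3K9 peptide is measured by AlphaScreen, using a rabbit anti-monomethyl-H3K9 antibody with streptavidin donor and anti-IgG acceptor beads. Final levels are 20 nM enzyme, 500 nM peptide, 20 uM SAM; 2 h RT.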
HP1b chromo inh – HP1-beta chromodomain-methylated histone interaction inhibition; Potency, µM (titrated, usually from 114 µM), inactives show at the highest dose activity change, negative = inhibition, actives largely listed as inhibitors; 390,000 compounds, 0.56% hits; AlphaScreen HP1-beta / biotin-H3K9me3 peptide binding; further: potency means the concentration at half of the fitted maximal effect; nearly all actives have a fitted effect of over 70% in size; inactives centre near 23
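HP1-beta protein (50 nM final) preincubated 30 min at room temperature with biotinylated H3(1-18)K9me3 peptide (50 nM) in PBS pH 7.4, 0.01% Tween-20, then compound added for 30 min. AlphaScreen streptavidin donor/nickel chelate acceptor beads (10 ug/mL final), 30 min dark, luminescence read.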
PI4K2A inh – PI4K2A (human) kinase inhibition. Q9BTU6. purified PI4K2A, ADP-Glo luminescence, 1 h; hits give low values. activity change, negative = inhibition, % at 76.9 µM. 420,000 compounds, 0.13% hits; in the data active means activity change below about -50%; inconclusive means mostly about -30% to -49%;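 further: -100% = wells without enzyme as full effect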
Target sequence (Q9BTU6 whole entry, looked up): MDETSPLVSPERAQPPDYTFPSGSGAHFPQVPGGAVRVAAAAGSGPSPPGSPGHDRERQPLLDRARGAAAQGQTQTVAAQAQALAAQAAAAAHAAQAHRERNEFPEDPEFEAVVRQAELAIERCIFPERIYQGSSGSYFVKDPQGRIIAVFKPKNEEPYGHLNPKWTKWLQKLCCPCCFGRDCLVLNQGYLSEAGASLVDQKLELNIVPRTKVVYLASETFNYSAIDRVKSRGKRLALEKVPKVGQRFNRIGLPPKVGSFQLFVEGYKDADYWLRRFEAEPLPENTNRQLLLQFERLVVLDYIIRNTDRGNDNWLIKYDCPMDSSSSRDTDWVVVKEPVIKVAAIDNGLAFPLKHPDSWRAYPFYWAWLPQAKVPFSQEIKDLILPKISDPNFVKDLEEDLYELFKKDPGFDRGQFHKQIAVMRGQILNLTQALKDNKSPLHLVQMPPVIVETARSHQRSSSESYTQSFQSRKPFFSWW
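Compounds are screened against recombinant PI4K2A using PI as substrate and ATP, the latter dispensed at 300 microM. Reactions run one hour at ambient temperature before ADP-Glo detection; full inhibition defined by wells lacking enzyme.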
JMJD2A Tudor inh – blocks the human JMJD2A Tudor domain | O75164 | AlphaScreen JMJD2A-Tudor / H3K4me3 peptide binding | Potency, µM (top dose mostly 114 µM), without a hit: top-dose activity change, negative = inhibition, most hits filed as inhibitors | 390,000 compounds, 4.4% hits | AID 504339; further: potency means the concentration at half of the fitted maximal effect; on the % scale 0 is the no-effect control and ±100 the full control effect; nearly all actives have a fitted effect of over 50% in size
BAZ2B inh – BAZ2B (human) inhibition | AlphaScreen BAZ2B-H3K14Ac peptide displacement | Potency, µM (highest dose often 114 µM), without a hit: at the top dose activity change, negative = inhibition, actives largely listed as inhibitors | 360,000 compounds, 4.4% hits | AID 504333; further: potency means the concentration at half of the fitted maximal effect; on the % scale 0 is the no-effect control and ±100 the full control effect; nearly all actives have a fitted effect of over 60% in size
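In this displacement format the biotinylated H3(5-23) peptide acetylated at Lys14 serves as ligand at 50 nM, with BAZ2B at 50 nM in PBS pH 7.4 containing 0.01% Tween-20. Donor and acceptor beads are 10 ug/mL final.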
GLS inh – inhibitors of human glutaminase (GLS); O94925; GLS enzymatic activity, qHTS titration; Potency, µM (titrated, usually from 45.5 µM), without a hit: at the highest dose activity change, negative = inhibition, actives largely listed as inhibitors; 410,000 compounds, 0.21% hits; further: potency means the concentration at half of the fitted maximal effect; on the % scale 0 is the no-effect control and ±100 the full control effect
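Compounds were pin-transferred onto hKGA, after which L-glutamine (1 mM solution) and a detection mix of glutamate oxidase, HRP and Amplex Red were added. Initial and 30 min RT fluorescence reads were collected.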
RGS4 inh – inhibitors of human regulator of G protein signaling 4. Potency, µM (highest dose often 114 µM), for inactives: top-dose activity change, negative = inhibition, most hits filed as inhibitors. AID 504845. 390,000 compounds, 0.039% hits. Transcreener GDP fluorescence polarization, RGS4-accelerated GTP hydrolysis; further: potency means the concentration at half of the fitted maximal effect; on the % scale 0 is the no-effect control and ±100 the full control effect; nearly all actives have a fitted effect of over 75% in size; some results filed as inactive show a strong effect at the top dose
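MLSMR compounds (23 nl, pin-transferred) preincubated 10 min at room temperature with a 500nM (2x) first reagent, then RGS4 at 900nM (2x) plus Transcreener GDP mix added; fluorescence polarization (620/688 nm) read before and after 90 min at 30 °C.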
* marks the source's active call; other numbers are inactive results; ? = inconclusive; . = no result given; [ ] = another dose, or the depositor's remark. Unless noted, the call rests on the fitted dose curve; in most records, active means well fitted curve in the direction sought with a large enough effect; inconclusive means small, poorly fitted or top-dose-only effect, or another doubt; inactive means no such curve, though single readings can be large; an effect the other way counts as inactive or inconclusive.

SMILES	ERG-DNA inh	12-LOX inh	G9a block	HP1b chromo inh	PI4K2A inh	JMJD2A Tudor inh	BAZ2B inh	GLS inh	RGS4 inh
CC(NCCOc1ccccc1F)C(=O)Nc1ccc(S(N)(=O)=O)cc1 (stereo unspecified)	-2%	5%	-4%	28%	0	-15%	-8%	1%	6%
CC(NC(=O)C(=O)N1CCCCC1)C(c1cccs1)N1CCN(c2ccccc2F)CC1 (stereo unspecified)	7%	0%	11%	22%	-2	-25%	-22%	-17%	23%[56.9 µM]
Cc1ccsc1-c1nc(CN2C[C@@H](C)O[C@@H](C)C2)c(C)o1	2%	-4%	18%	35%	12	-10%	-12%	1%	5%
CC1CCCC(C)N1/N=C/c1ccccc1Br (stereo unspecified)	-13%	0%	15%[2.33 µM]	?	-3	?	?	-4%	24%
COc1ccc(S(=O)(=O)N(C)C[C@H]2Oc3ccc(NC(=O)c4ccncc4)cc3C(=O)N([C@H](C)CO)C[C@@H]2C)cc1	1%	?	.	80%[activator]	-3	-16%	.	-1%	5%
Cc1ccc(CN2CCSc3ccc(C(=O)NCCCN4CCOCC4)cc32)cc1	5%	?	?	-11%	1	?	?	18%	28%
Cc1cc(-c2cccs2)c2c(n1)sc1c(=O)[nH]c(=O)[nH]c12	8%	-28%	-13%[59 µM]	10%	-13	-13%	3%	2%	2%
CCOC(=O)/C(C#N)=C1/SC(CCO)C(=O)N1c1ccccc1 (stereo unspecified)	-8%	6%	4%[59 µM]	33%[activator]	-4	-5%	-4%	?	-32%
Cc1ccc(N(C)S(=O)(=O)c2cccc(C(=O)N(C)Cc3cnn(-c4ccccc4)c3)c2)cc1	3%	-13%	-46%	8%	1	-22%	3%	3%	6%
O=C(COC(=O)CCC1CCCC1)Nc1ccccc1Sc1ccccc1	-8%	-2%	94%[activator][59 µM]	321%[activator]	3	401%[activator]	199%[activator]	-8%	0%
CCOc1ccc(C(C)NC(=O)C2CCCC2)cc1 (stereo unspecified)	0%	-6%	0%	29%	-1	3%	-17%	-5%	17%
COc1ccc2c(c1)C1C=CCC1C(c1cc3c(cc1Br)OCO3)N2 (stereo unspecified)	1%	-15%	40µM*	-44%	-4	22µM*	35µM*	19%	-9%

Fetched by structure from the entries so far (2):
SMILES	ERG-DNA inh	12-LOX inh	G9a block	HP1b chromo inh	PI4K2A inh	JMJD2A Tudor inh	BAZ2B inh	GLS inh	RGS4 inh
COc1ccc2c(c1)C1C=CCC1C(c1cc3c(cc1Br)OCO3)N2 (stereo unspecified)	1%	-15%	40µM*	-44%	-4	22µM*	35µM*	19%	-9%
COc1ccc(S(=O)(=O)N(C)C[C@H]2Oc3ccc(NC(=O)c4ccncc4)cc3C(=O)N([C@H](C)CO)C[C@@H]2C)cc1	1%	?	.	80%[activator]	-3	-16%	.	-1%	5%

(continued)
SMILES	ERG-DNA inh	12-LOX inh	G9a block	HP1b chromo inh	PI4K2A inh	JMJD2A Tudor inh	BAZ2B inh	GLS inh	RGS4 inh
Cn1c(CSCC(=O)Nc2ccccc2)nnc1SCc1ccccc1	14%	24%	-34%	38%	-8	-20%	-3%	-14%	-27%
COc1cc(C(=O)NC(=S)N2CCCCCC2)cc(OC)c1OC	6%	-9%	-3%	13%	-1	-10%	-21%	-9%	1%
COC(=O)[C@H]1C[C@H](C(=O)O)[C@@H](C)C1(C)C	2%	2%	-12%[2.33 µM]	36%	-1	-10%	13%	10%	-7%
Nc1ccc(Nc2nc(-c3cccs3)cs2)cc1	6%	0%	.	-11%	0	?	-9%	1%	-11%
COCCCNC(=S)NNC(=O)c1cc(Cl)c(O)c(Cl)c1	-5%	15%	16%[12.7 µM]	43%[activator]	-3	-1%	-1%	21%	17%
Cc1ccccc1N1C(=O)C2ON(c3ccccc3)C(c3ccncc3)C2C1=O (stereo unspecified)	5%	-41%	45µM*	31%[activator]	1	-9%	-18%	2%	-21%
CC1(C)NC(=O)N(CCCCOc2ccc(Cl)cc2C=O)C1=O	0%	-1%	-27%	32%	0	2%	?	-3%	-13%
O=c1cn[nH]c2ccccc12	2%	?	.	11%	-2	-10%	-1%	1%	30%
CSc1nc(N(C)CCO)c2sc3nc(-c4ccco4)c4c(c3c2n1)CCC4	0%	.	15%[0.0925 µM]	-60%	?	25µM*	50µM*	13µM*	?
NC1=NC(c2ccc(Cl)cc2)N(c2ccc(S(N)(=O)=O)cc2)C(N)=N1 (stereo unspecified)	8%	-10%	-27%	44%[activator]	-2	-15%	-27%	-3%	15%
Cc1cc(OCC(F)(F)C(F)(F)C(F)(F)C(F)(F)C(F)(F)C(F)F)nc(N)n1	-2%	0%	-11%[12.7 µM]	64%[activator]	-3	-15%	-1%	9%	-3%
Cn1c(SCC(=O)NC2CCS(=O)(=O)C2)nc2ccccc21 (stereo unspecified)	-3%	11%	.	20%	-4	-4%	.	11%	17%
Cc1ccc(S(=O)(=O)NC(=O)N(CCC#N)Cc2ccccc2)cc1	9%	2%	-6%	-11%	0	-13%	2%	-7%	9%
Cc1ccc(-c2csc3ncnc(NS(=O)(=O)c4ccc(Cl)cc4)c23)cc1	-3%	18%	-4%[59 µM]	17%	-1	-20%	1%	18%	9%
COc1ccc(N2CCN(S(=O)(=O)c3ccc4c(c3)NC(=O)C(C)C(=O)N4)CC2)cc1 (stereo unspecified)	12%	?	-7%	23%	1	-21%	-23%	29%	-5%
COc1ccc(NC(=O)CN(C)Cc2cccs2)cc1Cl	1%	-28%	32%	27%	6	-4%	5%	13%	25%
COc1ccc(NC(=O)CN2C(=O)NC(C)(C3CCCCC3)C2=O)c(OC)c1 (stereo unspecified)	-11%	52%	34%[12.7 µM]	39%	5	-4%	-7%	-2%	-13%
CC(=O)N(C(C)=O)N1C(=O)/C(=C/c2ccc(Cl)cc2)SC1=S	16%	.	14µM*	10µM*	9	11µM*	28µM*	?	?
O=C1CCCCC1Sc1ccc(Cl)cc1[N+](=O)[O-] (stereo unspecified)	7%	?	.	?	-9	?	.	0%	?
CCCC(C(=O)NC1CCCC1)N(CCN(CC)CC)C(=O)c1snc(C(N)=O)c1N (stereo unspecified)	10%	3%	14%	-6%	-5	-7%	7%	10%	18%
COc1cccc(NC(=O)Cn2nc(N3CCN(c4ccccc4)CC3)ccc2=O)c1	0%	-4%	-4%[59 µM]	15%	6	-17%	-26%	12%	7%
CCOC(=O)CNC(=S)N(CCCN1CCCCC1)Cc1cccs1	88%[activator]	-4%	-1%	-13%	-1	-9%	15%	9%	6%
CC1(c2nnc(-c3cccc(Cl)c3)o2)CC(c2cccc([N+](=O)[O-])c2)=NO1 (stereo unspecified)	1%	?	45µM*	3%	-4	?	-35%	12%	28%
CCCC1=Nc2cc(C(=O)NCCCN3CCOCC3)ccc2Sc2ccccc21	6%	6%	-10%	30%	-2	-22%	-25%	-6%	-4%
Cc1cc(N/N=C2/CCCc3ccccc32)nc2ccccc12	16%	?	50µM*	18%	-9	?	?	2%	2%
COc1cc(NC(=O)c2ccccc2)c(OC)cc1NC(=O)CN1C(=O)NC2(CCCCC2C)C1=O (stereo unspecified)	3%	-16%	?	35%[activator]	-4	-28%	-10%	0%	-31%
Nc1cc(=O)[nH]c(SCC(=O)Nc2cc(S(=O)(=O)N3CCCCC3)ccc2Cl)n1	1%	?	-7%[12.7 µM]	20%	-16	-7%	6%	2%	-1%
O=C(O)CCCNC(=O)c1ccc(NC(=O)Cc2ccc(Cl)cc2)cc1	-2%	-2%	-4%	56%[activator]	0	-16%	-12%	1%	-11%
Cc1ccc(N2C(=O)C(Cl)=C(Nc3c(C)n(C)n(-c4ccccc4)c3=O)C2=O)cc1	.	?	5µM*	0%	-2	-30%	-35%	12%	-32%
O=C(O)c1cc(S(=O)(=O)NCCCN2CCCC2=O)ccc1Cl	-8%	-24%	.	39%[activator]	0	-6%	.	0%	4%
Cc1ccc(OCc2cc(C(=O)NC3CCOC3)no2)cc1C (stereo unspecified)	-7%	0%	31%[activator]	36%[activator]	-6	10%	3%	17%	20%
CN(C)c1cccc(C(=O)OCC(=O)N(Cc2ccccc2)C2CCS(=O)(=O)C2)c1 (stereo unspecified)	2%	-2%	-40%	26%	1	-21%	-30%	9%	14%
N#C/C(=C\c1ccc(-c2ccc(Br)cc2)o1)C(=O)NCCc1c[nH]c2ccccc12	7%	-19%	-3%[59 µM]	1%	0	-35%	-33%	-4%	-31%
CCOC(=O)Cc1[nH]nc2c1C(c1cccc(OC)c1OC)C(C#N)=C(N)O2 (stereo unspecified)	-7%	0%	?	28%	-4	-9%	5%	27%	-14%
COCCNC(=O)c1onc(CS(=O)(=O)c2cc(C)cc(C)c2)c1C(=O)NCCOC	8%	-1%	9%[2.33 µM]	41%[activator]	8	?	2%	-8%	-18%
CS(=O)(=O)NCCC1=CCCCC1	-10%	31%[activator]	-44%[59 µM]	52%[activator]	4	3%	-9%	1%	-11%
O=C(CCSc1ccc(Cl)cc1)N1CCCCCC1	-6%	10%	33%	65%[activator]	2	12%	17%	12%	21%
Cc1ccc2oc(C(=O)Nc3nonc3C)c(C)c2c1	-6%	11%	2%	37%	1	4%	-15%	-11%	-15%
CCOC(=O)c1c(-c2ccccc2)csc1NC(=O)c1nc(SCC)ncc1Cl	9%	-15%	4%[59 µM]	43%[activator]	4	-5%	-2%	-12%	-10%

An excerpt; the hit share may differ from the screen's.
